Vif imaging: HIV Vif inhibition; HEK293T cells, Vif self-association by quenched fluorescence, imaging, 24 h; inhibition, % at 7.49 µM; hit rate 0.35% among 340,000; in the data active means inhibition above about 50%, passing the limit was not always enough; further: some results filed as inactive read as strong as hits
TLR9-MyD88 inh: inhibitors of human TLR9-MyD88 binding; CHO BLA complementation TLR9-MyD88, CCF4 FRET ratio; inhibition, % at 4.98 µM; hit rate 0.21% among 340,000;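 active means inhibition above the mean over all tested compounds plus 3 SD, cut at about 21% in these data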;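 further: 0% = DMSO only wells and 100% = clavulanate BLA inhibitor control wells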
Exocytosis inh: blocks lytic granule exocytosis | hit rate 0.66% among 360,000 | inhibition, % at 10 µM | TALL-104 LAMP-1 surface exposure, flow cytometry; cells stimulated with thapsigargin and PMA;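 active means inhibition above about 55%, limit read from the data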
ABCB6 inh 2: blocks the human ABCB6 transporter; Q9NP58; K562-ABCB6 porphyrin accumulation, flow cytometry, 1 h; hits give low values; fluorescence ratio to DMSO, % at 10 µM; hit rate 0.19% among 360,000; AID 602162;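 active means fluorescence ratio to DMSO below 75%, the collection mean minus 3 SD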;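 further: signal is porphyrin accumulated inside mitochondria; 100% equals median channel fluorescence of DMSO control wells; lower ratio means ABCB6 inhibition with less porphyrin fluorescence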
aDG glyco act: alpha-DG glycosylation activation. Pro5-aDG cells, alpha-DG glycosylation AlphaScreen (IIH6); 0% Pro5, 100% B10-LARGE cell signal. activation, % at 10 µM. AID 624168. hit rate 0.22% among 360,000;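 active means activation of at least 8% versus controls, or a plate z-score of at least 8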;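 further: Pro5 are CHO cells carrying HIG-tagged alpha-DG that lacks glycosylation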
ABHD5-PLIN5 inh: blocks binding of human ABHD5 to perilipin-5; hit rate 0.78% among 360,000; AID 602281; Q00G26+Q8WTS1; inhibition, % at 4 µM; Split G. princeps luciferase complementation, luminescence, 4 h;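 active means inhibition above the mean inhibition across every tested compound plus 3 SD, cut at about 22% in these data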;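 further: 0% = DMSO only wells and the 100% control is not disclosed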
Target sequence (Q00G26 whole entry, looked up): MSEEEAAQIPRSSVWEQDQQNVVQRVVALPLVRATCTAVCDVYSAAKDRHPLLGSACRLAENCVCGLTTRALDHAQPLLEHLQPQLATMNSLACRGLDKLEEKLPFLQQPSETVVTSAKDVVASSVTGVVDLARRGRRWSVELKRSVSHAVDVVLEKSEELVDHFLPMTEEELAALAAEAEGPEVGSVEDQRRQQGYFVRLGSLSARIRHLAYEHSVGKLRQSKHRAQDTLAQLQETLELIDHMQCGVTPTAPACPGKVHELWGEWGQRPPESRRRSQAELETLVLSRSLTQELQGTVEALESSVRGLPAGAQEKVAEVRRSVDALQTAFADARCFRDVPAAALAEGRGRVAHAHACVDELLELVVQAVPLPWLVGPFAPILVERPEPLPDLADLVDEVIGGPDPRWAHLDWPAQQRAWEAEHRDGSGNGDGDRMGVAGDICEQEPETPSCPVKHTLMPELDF
Target sequence (Q8WTS1 whole entry, looked up): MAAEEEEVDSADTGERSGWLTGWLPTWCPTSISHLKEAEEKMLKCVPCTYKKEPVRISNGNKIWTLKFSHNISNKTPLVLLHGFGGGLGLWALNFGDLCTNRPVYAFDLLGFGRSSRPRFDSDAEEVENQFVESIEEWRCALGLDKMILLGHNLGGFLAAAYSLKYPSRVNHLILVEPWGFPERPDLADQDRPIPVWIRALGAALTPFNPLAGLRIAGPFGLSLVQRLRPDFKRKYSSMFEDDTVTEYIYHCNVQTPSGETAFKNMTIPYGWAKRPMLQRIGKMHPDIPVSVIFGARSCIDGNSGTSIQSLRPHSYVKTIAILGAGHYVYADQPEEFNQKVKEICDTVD
N-glyco inh: N-linked glycosylation inhibition; D54 ERlucT glycosylation luciferase reporter, 24 h; percent of 100 nM tunicamycin response; hit rate 0.23% among 360,000; reporter increase, % at 12.5 µM;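 active means mean luciferase reporter signal, scaled so untreated is 0 and the glycosylation-blocking control 100, at or above a set limit in every replicate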;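 further: luciferase carries N-glycosylation sites so blocking glycosylation raises the light; 0% = median of neutral control wells and 100% = median of 100 nM tunicamycin wells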
NOD2 RIPK2 PPI: inhibitors of human NOD2-RIPK2 interaction | hit rate 0.38% among 360,000 | O43353 | inhibition, % at 4.98 µM | CHO BLA complementation NOD2-RIPK2, CCF4 ratio; in the data active means inhibition above about 21%;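 further: 0% = vehicle only and 100% = reference blocker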
MC4R ag barr: activates human MC4R beta-arrestin recruitment; P32245; U2OS MC4R beta-arrestin complementation, luminescence; percent of melanotan II response, DMSO zero; activation, % at 8.9 µM; hit rate 0.98% among 360,000; AID 540308;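 active means activation above a per-plate cutoff, the mean activation of sample wells on that plate plus 3 SD, cut at about 8% in these data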
MC4R antag cAMP: blocks human MC4R cAMP signaling. P32245. MC4R-expressing cells, MTII-stimulated cAMP, LANCE TR-FRET. inhibition, % at 6.5 µM. hit rate 0.48% among 360,000;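 active means inhibition above its plate's cutoff, the mean of tested wells on that plate plus 3 SD, cut at about 29% in these data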;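 further: 0% = Melanotan II alone and 100% = Melanotan II plus saturating MCL0020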
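system = U2OS cells with stable human MC4R expression | also added = Melanotan II challenge after compound preincubation | dosing = one concentration, 6.5 µM nominal | incubation = compound 30 min, challenge 1 h, detection 1 h | measured by = TR-FRET with Eu-cAMP and labeled anti-cAMP, 671 nm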
An asterisk follows results filed as active; x = no result given; & = joins results of further samples. Not all compounds are listed, so the mix of outcomes need not match the whole.

Order of results: Vif imaging, TLR9-MyD88 inh, Exocytosis inh, ABCB6 inh 2, aDG glyco act, ABHD5-PLIN5 inh, N-glyco inh, NOD2 RIPK2 PPI, MC4R ag barr, MC4R antag cAMP
(1) CC(=O)Nc1nnc(CCN(CCc2nnc(NC(C)=O)s2)[N+](=O)[O-])s1
    8, 4, 0, 98, -0.3, 6, 3, 5, -0.5, 8
(2) CC=CC(C)=CC(C)C(=O)CC(O)CC1CC(=O)NC(=O)C1 (configuration not stated)
    4, -13, -1, 99, 0.3, -8, -7, 11, -2.5, 5
(3) C/C=C1\NC(=O)[C@@H](NC(=O)[C@H](CCc2ccc(O)cc2)NC(=O)[C@H](C)NC(=O)[C@H](O)CO)[C@@H](C)OC(=O)[C@H](C(C)C)NC(=O)[C@H](Cc2ccc(O)cc2)N(C)C(=O)[C@H](Cc2ccccc2)N2C(=O)C(CC[C@H]2O)NC1=O (some centres not stated)
    -4, -12, 1, 96, -0.2, -1, 2, -8, 1.0, 0
(4) CCOC(=O)C1=C(C)c2ccccc2OC1(C(=O)OCC)c1ccccc1 (configuration not stated)
    -2, -6, -5, 97, 0.1, 2, -1, 8, -1.2, 3
(5) O=C(NCC(c1cccnc1)N1CCOCC1)Oc1ccccc1 (configuration not stated)
    2, -3, 2, 97, -0.1, 2, -1, 5, -1.4, -1
(6) CCCCCn1c(=O)c(C(=O)Nc2ccccc2Cl)c(O)c2ccccc21
    -2, 9, -4, 98, -0.1, 1, 0, 9, -1.0, 13
(7) Cc1ccc(C)c(NP(=O)(Oc2ccccc2)Oc2ccccc2)c1
    -3, 4, -13, 96, -0.2, -9, -5, 2, 1.8, 8
(8) N#CCCn1cc(C(=O)Nc2ccc(F)cc2)c(-c2ccc([N+](=O)[O-])cc2)n1
    6, -4, -2, 100, -0.4, -2, -2, -11, 1.1, 22
(9) COC(=O)C(C)NC(=S)N1CC2C[C@@H](C1)Cn1c2cccc1=O (some centres not stated)
    -1, -1, -4, 100, -0.1, 3, 0, -1, 0.4, 1
(10) Cc1cc(C)n2nc(C)[n+](C)c2n1
    4, -4, 0, 80, 0.0, -2, 1, -4, -0.2, -4
(11) O=C(C[N+]12CCC(CC1)C(CO)C2)c1ccc(Br)cc1 (configuration not stated)
    1, 0, -5, 98, 0.0, -7, 1, -8, -0.1, 22
(12) CC12CN3C(O)C(C)(C1)CC(C)(C2)C3O (configuration not stated)
    -7, -9, 2, 99, 0.1, 3, 0, -2, -1.4, -9
(13) C=C(C)CSc1nnc([C@@H](N)Cc2c[nH]c3ccccc23)o1
    -2, -5, -2, 99, -0.1, 2, 2, -3, 0.1, -2
(14) C[C@]12CC[C@H](O)C[C@H]1CC[C@@H]1[C@@H]2CC[C@]2(C)[C@@H](C3=CC(=O)OC3)CC[C@]12O
    -12, 5, -1, 105, -0.1, 7, -20, -3, 34*, 21
(15) CCOP(=O)(Cc1cc(C#N)oc1C)OCC
    -16, -8, 3, 99, -0.2, 0, 2, 5, -0.3, 12
(16) C[C@]12N[C@H](Cc3ccccc31)c1ccccc12
    -4&-2, 4&0, -3&-5, 96&98, -0.2&0.1, -1&3, 2&-2, -12&1, -1.4&-0.7, 4&2
(17) O=P(NS(=O)(=O)c1ccc(Cl)cc1)(Oc1ccccc1)Oc1ccccc1
    x, -2, 13, 98, 0.3, 8, 7, -17, 0.7, 8
(18) Nc1cc(N2CCNCC2)ccc1[N+](=O)[O-]
    4, -2, -3, 100, -0.3, 4, 1, 5, -0.8, 1
(19) CC12CN3CC(C)(CN(C1)P3(=O)Oc1ccccc1)C2=O (configuration not stated)
    20, -5, -1, 97, 0.1, 2, 2, 1, -0.1, 3
(20) O=[N+]([O-])c1cc2c(cc1CNCCc1ccc3c(c1)OCO3)OCO2
    -4, 3, -8, 94, 0.0, 5, 3, -6, 1.3, -8
(21) Cc1cc(N2C(=O)CC(N3CCC(n4c(=O)[nH]c5ccccc54)CC3)C2=O)no1 (configuration not stated)
    4, -7, 2, 95, -0.2, 2, 0, 7, -1.8, 10
(22) COCCNC(=O)Cn1cc(/C=C2\C(=O)NC(=O)N(c3ccccc3F)C2=O)c2ccccc21
    -12, -1, 43, 97, 0.1, 14, 5, 13, -1.2, 20
(23) O=C(c1cccs1)C1CN2CCC1CC2 (configuration not stated)
    2, -15, 3, 100, -0.1, 5, -3, 8, 0.1, 21
(24) O=C(CCl)Nc1nccs1
    2, 2, -3, 102, 0.3, 3, -4, -3, -2.1, -3
(25) C=CCn1c(O)c(C(C)=NCCc2c[nH]c3ccccc23)c(=O)[nH]c1=O
    2, 1, -6, 101, 0.0, -3, 3, -2, -1.9, 11
(26) COc1ccc2[nH]c(C)c(CCNCc3cc(OC)c(OC)c(OC)c3)c2c1
    11, 0, 6, 99, 1.0, -2, 2, -5, 1.1, 12
(27) CC1(C)C(=O)CCC2C1=CCC1C2CCC2(C)C(O)CCC12 (configuration not stated)
    20, 10, -30, 103, -0.2, 4, 1, 0, -0.6, 1
(28) FC(F)(F)c1ccccc1CN1CCN(Cc2ccccc2)CC1
    3, 7, -7, 103, 0.2, -7, -1, -2, 5.7, 3
(29) CC(OC(=O)c1cn(C)c2ccccc12)C(=O)N1CCCC1 (configuration not stated)
    12, 3, 15, 100, 0.2, 12, 0, -8, 1.6, -2
(30) O=c1c2ccccc2nc(-c2ccco2)n1-c1ccccc1
    18, -6, -7, 96, 0.0, 1, 2, -7, -2.1, 6
(31) O=C1NC(=O)C(C2CCOC2=O)N1 (configuration not stated)
    x, -1, -2, 103, -0.1, -6, 1, -4, 0.5, 5
(32) O=C(Cn1ncc2c3ccccc3n(Cc3cccc(Cl)c3)c2c1=O)N1CCC2(CC1)OCCO2
    56*, 10, 13, 102, -0.1, 5, 1, 5, -0.9, -3
(33) COc1cc(OC)c(OC)cc1CN1CCN(C(=O)Cc2ccccc2)CC1
    17, -3, -4, 97, 0.2, 2, -1, 7, -2.2, 7
(34) C[C@]12C=CC(=O)C=C1C=C[C@@H]1C2CC[C@]2(C)C(=O)CCC12 (some centres not stated)
    5, 2, -4, 99, 0.2, -6, 1, -6, -0.7, 5
(35) CN1CCC2(CC1)CC(NC=O)c1ccccc1O2 (configuration not stated)
    4, 11, 1, 102, 0.2, -2, -2, 4, -2.1, -1
(36) O=C(/C=C/c1ccc2c(c1)OCO2)c1c(O)n(CCc2ccccc2)c(=O)[nH]c1=O
    -4, x, 0, 102, 0.1, 1, 1, -15, 1.5, 4
(37) CCCCn1c(=O)c(C(=O)NCc2ccc(Cl)cc2)c(O)c2ccccc21
    12, -10, 12, 93, 0.8, 2, -4, -3, -0.5, -1
(38) COc1cccc(CNCCc2c[nH]c3ccccc23)c1
    3, -4, -5, 94, -0.1, 3, -3, -3, -2.5, 4
(39) COc1ccc(-n2nnnc2C(c2cccc3ccccc23)N2CCC3(CC2)C(=O)NCN3c2ccccc2)cc1 (configuration not stated)
    -8, x, -1, 95, -0.2, 7, -4, -8, x, x
(40) C[C@]12CCC3C(C[C@@H](O)[C@H]4C[C@@H](O)CC[C@]34C)C1CC[C@@H]2O (some centres not stated)
    16, 5, 0, 93, 0.0, 4, -2, -11, -0.9, 5
(41) CN=C(SCc1cc2c(cc1Cl)OCO2)c1c(O)n(C)c(=O)n(C)c1=O
    -3, 0, -7, 94, -0.1, -2, -1, -2, -1.1, 8
(42) Fc1ccc(CNC2CN3CCC2CC3)cc1 (configuration not stated)
    1, -5, 0, 100, -0.1, 11, 4, -1, 0.6, 6
(43) COc1ccc(CN2C(=O)NC(=O)/C(=C\c3ccco3)C2=O)cc1
    -3, -1, -1, 101, 0.2, -8, 2, 4, -0.5, 5
(44) C[C@](N)(CCP(=O)(O)O)C(=O)O
    -1, 2, 4, 99, 0.0, -6, 1, -6, -0.8, 3
(45) COC(=O)C1=C(c2ccccc2OCc2ccccc2)C[C@@H]2CC[C@H]1N2C(=O)NCc1ccc(N(C)C)cc1
    3, -9, 0, 98, -0.1, -2, -12, -12, 0.5, 21
(46) COC(=O)C1=C(c2cc3ccccc3o2)C[C@@H]2CC[C@H]1N2C(=O)NCCO
    -3, -8, 5, 103, 0.2, -1, -3, 7, 0.3, 2
(47) COc1cc(N2CCOCC2)ccc1/C=C1\C(=O)NC(=O)N(C2CCCCC2)C1=O
    11, 1, -4, 120, 0.1, -17, 3, 2, 0.6, 3

6 records picked at random from the list so far, as already listed:
Order of results: Vif imaging, TLR9-MyD88 inh, Exocytosis inh, ABCB6 inh 2, aDG glyco act, ABHD5-PLIN5 inh, N-glyco inh, NOD2 RIPK2 PPI, MC4R ag barr, MC4R antag cAMP
(32) O=C(Cn1ncc2c3ccccc3n(Cc3cccc(Cl)c3)c2c1=O)N1CCC2(CC1)OCCO2
    56*, 10, 13, 102, -0.1, 5, 1, 5, -0.9, -3
(39) COc1ccc(-n2nnnc2C(c2cccc3ccccc23)N2CCC3(CC2)C(=O)NCN3c2ccccc2)cc1 (configuration not stated)
    -8, x, -1, 95, -0.2, 7, -4, -8, x, x
(42) Fc1ccc(CNC2CN3CCC2CC3)cc1 (configuration not stated)
    1, -5, 0, 100, -0.1, 11, 4, -1, 0.6, 6
(40) C[C@]12CCC3C(C[C@@H](O)[C@H]4C[C@@H](O)CC[C@]34C)C1CC[C@@H]2O (some centres not stated)
    16, 5, 0, 93, 0.0, 4, -2, -11, -0.9, 5
(44) C[C@](N)(CCP(=O)(O)O)C(=O)O
    -1, 2, 4, 99, 0.0, -6, 1, -6, -0.8, 3
(35) CN1CCC2(CC1)CC(NC=O)c1ccccc1O2 (configuration not stated)
    4, 11, 1, 102, 0.2, -2, -2, 4, -2.1, -1

Source: PubChem
